Screening data as filed in PubChem.
KKLEB tox: reduces viability of KKLEB cystic fibrosis airway cells; KKLEB CF airway cells viability, ATPlite luminescence, overnight; active compounds read low; cells stimulated with P. aeruginosa culture filtrate; activity change (cytotoxicity), % at 5 µM; AID 602141; hit rate 0.36% among 360,000;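 active means corrected activity change at or below -50% at 5 µM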
C8 TRAIL sens: sensitizes caspase-8 expressing cells to TRAIL; hit rate 1% among 360,000; inhibition (viability loss, TRAIL sensitization), % at 10 µM; AID 624354; NB7+C8 cells + TRAIL, ATPlite viability luminescence;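 active means compounds causing at least 50% loss of cell viability in the single-dose screen, relative to plate controls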
SRC3 inh: inhibits human SRC3 coactivator; AID 588352; inhibition, % at 3.6 µM; HEK293 GAL4-SRC3 luciferase reporter, luminescence; hit rate 0.17% among 360,000;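 active means inhibition above a per-campaign cutoff, the mean of all compounds plus 3 SD, cut at about 60% in these data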;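 further: 0% = DMSO-treated cells and 100% = gossypol-treated cells at 36 µM; higher means less SRC3-driven luciferase light from the GAL4 reporter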
CF NFkB inh: inhibitors of cystic fibrosis induced NF-kB; KKLEB NF-kB-GFP reporter, PAF-induced, GFP fluorescence overnight; inhibition, % at 5 µM; hit rate 0.86% among 360,000;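 active means at least 50% inhibition at 5 µM, scaled per plate between neutral and stimulator controls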;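 further: PAF is a Pseudomonas aeruginosa culture filtrate used as stimulus; plate controls were PAF-stimulated DMSO wells for no effect and unstimulated DMSO wells for full effect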
TWEAK Fn14 block: inhibitors of TWEAK-Fn14 interaction signaling | hit rate 2% among 360,000 | inhibition, % at 10 µM | TWEAK-stimulated Fn14 reporter cells, luciferase luminescence, 8 h; in the data active means inhibition above about 50%
TROY NFkB inh: inhibitors of TROY-dependent NF-kB signaling | Q293 LMP1-TROYcd NF-kB luciferase reporter, 4 h | inhibition, % at 10 µM | hit rate 0.98% among 360,000;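 active means compounds whose plate-normalised and pattern-corrected inhibition of the luciferase reporter signal at the single screening dose is 50% or more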
Shn3 inh set2: inhibitors of Schnurri-3 3'UTR reporter in osteoblasts. Clone20 osteoblast Shn3 3'UTR firefly luciferase, 24 h. inhibition, % at 12.5 µM. hit rate 0.52% among 360,000;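 active means mean inhibition of at least 75% with every replicate also reaching 75%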;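 further: 0% = median of neutral control wells and 100% = pilot-screen positive control compound; some compounds past the cut are filed as inactive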
LRH-1 inv ag: NR5A2 inverse agonism in reporter assay; O00482; HEK293T StAR-luciferase reporter, LRH-1 transfected, 24 h; inhibition, % at 3.6 µM; hit rate 0.13% among 360,000; AID 602396;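 active means inhibition above the mean inhibition of all tested compounds plus 3 SD, cut at about 73% in these data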;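 further: 0% = DMSO wells and 100% = reporter-only cells lacking LRH-1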
Target sequence (O00482 whole entry, looked up): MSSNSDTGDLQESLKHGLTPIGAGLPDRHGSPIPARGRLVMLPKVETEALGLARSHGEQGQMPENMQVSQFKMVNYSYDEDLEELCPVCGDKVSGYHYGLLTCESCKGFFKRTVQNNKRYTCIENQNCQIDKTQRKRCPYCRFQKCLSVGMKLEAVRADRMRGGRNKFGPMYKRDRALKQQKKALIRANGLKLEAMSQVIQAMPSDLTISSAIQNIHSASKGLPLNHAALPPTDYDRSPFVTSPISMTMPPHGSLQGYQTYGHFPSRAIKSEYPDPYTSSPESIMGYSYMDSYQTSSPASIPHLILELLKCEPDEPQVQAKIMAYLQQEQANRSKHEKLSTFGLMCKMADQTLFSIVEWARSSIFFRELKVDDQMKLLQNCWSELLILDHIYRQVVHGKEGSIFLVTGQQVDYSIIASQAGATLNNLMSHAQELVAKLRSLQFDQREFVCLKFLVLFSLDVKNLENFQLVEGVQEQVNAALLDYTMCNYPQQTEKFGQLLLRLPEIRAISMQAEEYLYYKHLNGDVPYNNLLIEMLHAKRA
LMP1 NFkB inh: Epstein-Barr LMP1 NF-kappaB reporter inhibition. LMP1-induced NF-kappaB luciferase reporter cells, luminescence. inhibition, % at 12.5 µM. hit rate 0.69% among 350,000. AID 504558; in the data active means inhibition above about 41%;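 further: 0% = neutral control wells and 100% = reference inhibitor control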
NCOA1 inh: human NCOA1 inhibition; Q15788; HEK293 GAL4-SRC1 luciferase reporter, luminescence; inhibition, % at 3.6 µM; hit rate 0.12% among 360,000;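 active means inhibition above the campaign mean plus 3 SD, with each screening campaign given its own cutoff, cut at about 60% in these data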;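 further: 0% = DMSO treated cells and 100% = gossypol at 36 µM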
COUP-TFII inh: inhibitors of human COUP-TFII (NR2F2); hit rate 0.7% among 370,000; inhibition, % at 8.6 µM; P24468; HEK293T NGFI-A luciferase reporter, luminescence;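 active means inhibition above a per-plate cutoff, mean inhibition of test wells between control levels plus 3 SD, cut at about 38% in these data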;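 further: cells cotransfected with COUP-TFII expression vector driving the NGFI-A reporter; 0% = median of COUP-TF2 test wells and 100% = reporter-only cells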
Target sequence (P24468 whole entry, looked up): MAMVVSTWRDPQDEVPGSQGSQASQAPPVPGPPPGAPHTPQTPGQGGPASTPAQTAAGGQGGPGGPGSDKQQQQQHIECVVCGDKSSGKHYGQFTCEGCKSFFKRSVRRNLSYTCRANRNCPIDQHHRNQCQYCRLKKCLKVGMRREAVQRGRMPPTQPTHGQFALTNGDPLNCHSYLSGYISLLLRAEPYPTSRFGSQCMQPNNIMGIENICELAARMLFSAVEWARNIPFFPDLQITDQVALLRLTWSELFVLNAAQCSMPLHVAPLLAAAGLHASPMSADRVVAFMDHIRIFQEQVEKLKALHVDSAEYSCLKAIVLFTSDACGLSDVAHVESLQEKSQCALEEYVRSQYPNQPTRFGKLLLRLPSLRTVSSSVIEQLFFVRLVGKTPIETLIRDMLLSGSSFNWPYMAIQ
Starred values were filed as active, the others as inactive. These rows are one share of the data; count on the stated rates, not on these rows.

Screening O=C(c1ccc2[nH]c3c(c2c1)CCCC3)N1CCN(c2ccc(F)cc2)CC1 returned KKLEB tox 9, C8 TRAIL sens -2, SRC3 inh 5, CF NFkB inh 10, TWEAK Fn14 block 6, TROY NFkB inh 7, Shn3 inh set2 -18, LRH-1 inv ag 1, LMP1 NFkB inh -1, NCOA1 inh -5 and COUP-TFII inh -8.
Screening CNC(=S)N/N=C/c1cn(CCOc2cccc(OC)c2)c2ccccc12 returned KKLEB tox 5, C8 TRAIL sens 23, SRC3 inh 10, CF NFkB inh -86, TWEAK Fn14 block 7, TROY NFkB inh -4, Shn3 inh set2 30, LRH-1 inv ag -5, LMP1 NFkB inh -8, NCOA1 inh -7 and COUP-TFII inh -10.
`CCOC(=O)c1[nH]nc2c1C(=O)N(CC)C2=O` gave KKLEB tox 10, C8 TRAIL sens 8, SRC3 inh 14, CF NFkB inh -5, TWEAK Fn14 block -5, TROY NFkB inh 8, LRH-1 inv ag 10, LMP1 NFkB inh -6, NCOA1 inh -54 and COUP-TFII inh -18.
Screening O/N=C1\CCCc2oc3c(c21)CCCC3 returned KKLEB tox 16, C8 TRAIL sens -6, SRC3 inh 4, CF NFkB inh 7, TWEAK Fn14 block 4, TROY NFkB inh -18, Shn3 inh set2 0, LRH-1 inv ag -24, LMP1 NFkB inh 2, NCOA1 inh 2 and COUP-TFII inh -5.
`Cc1cc(C(=O)NC2CC(C)(C)Cc3c2cnn3-c2cccc(F)c2)nn1C` (stereo unspecified) gave KKLEB tox -4, C8 TRAIL sens -3, SRC3 inh 8, CF NFkB inh 26, TWEAK Fn14 block 0, TROY NFkB inh -8, Shn3 inh set2 19, LRH-1 inv ag -16, LMP1 NFkB inh -3, NCOA1 inh 0 and COUP-TFII inh 10.
Screening Cc1cccc(C)c1-n1nnnc1C1c2ccccc2C(=O)N1CCc1ccccc1F (stereo unspecified) returned C8 TRAIL sens -15, TWEAK Fn14 block -25, TROY NFkB inh -64, LRH-1 inv ag -48 and COUP-TFII inh -12.
For CCOc1cc(C#N)c(NC(=O)CSc2nnnn2-c2ccc(OC)cc2)cc1OCC the results were KKLEB tox -26, C8 TRAIL sens 7, SRC3 inh 3, CF NFkB inh -12, TWEAK Fn14 block -40, TROY NFkB inh 9, Shn3 inh set2 13, LRH-1 inv ag 7, LMP1 NFkB inh 10, NCOA1 inh -16 and COUP-TFII inh -3.
For NC(=O)CSc1nnnn1-c1ccc2c(c1)OCCO2 the results were KKLEB tox 4, C8 TRAIL sens -2, SRC3 inh -9, CF NFkB inh 2, TWEAK Fn14 block -2, TROY NFkB inh 4, Shn3 inh set2 14, LRH-1 inv ag 2, LMP1 NFkB inh 0, NCOA1 inh 7 and COUP-TFII inh -18.
Cc1ccc2c(c1)[C@H]1[C@H](CO2)[C@H](c2ccccc2)[C@]2(C)C(=O)Nc3ccccc3C(=O)N12 was read as KKLEB tox -21, C8 TRAIL sens 15, SRC3 inh 17, CF NFkB inh 31, TWEAK Fn14 block 13, TROY NFkB inh 3, Shn3 inh set2 1, LRH-1 inv ag 13, LMP1 NFkB inh 20, NCOA1 inh 8 and COUP-TFII inh 15.
`COCCn1c(SCC(=O)Nc2ccc(S(=O)(=O)N(C)C)cc2)nc2ccccc21` gave KKLEB tox -6, C8 TRAIL sens -14, SRC3 inh 1, CF NFkB inh -13, TWEAK Fn14 block -15, TROY NFkB inh -10, Shn3 inh set2 -14, LRH-1 inv ag 12, LMP1 NFkB inh -6, NCOA1 inh 1 and COUP-TFII inh 8.
`O=C(CCc1nnc2ccc(N3CCCCC3)nn12)NCc1ccco1` gave KKLEB tox -9, C8 TRAIL sens -5, SRC3 inh -3, CF NFkB inh 34, TWEAK Fn14 block 25, TROY NFkB inh 16, Shn3 inh set2 -6, LRH-1 inv ag -2, LMP1 NFkB inh -1, NCOA1 inh -4 and COUP-TFII inh -1.
Screening CC1(C(=O)O)COC(c2ccc([N+](=O)[O-])cc2)OC1 (stereo unspecified) returned KKLEB tox 10, C8 TRAIL sens 5, SRC3 inh 0, CF NFkB inh 2, TWEAK Fn14 block 16, TROY NFkB inh 17, Shn3 inh set2 2, LRH-1 inv ag 0, LMP1 NFkB inh -5, NCOA1 inh 11 and COUP-TFII inh 8.
CCCC(=O)N1CCN(c2ccc(NC(=O)c3cc4ccccc4o3)cc2Cl)CC1 was read as KKLEB tox -11, C8 TRAIL sens 54*, SRC3 inh 76*, CF NFkB inh -2, TWEAK Fn14 block 95*, TROY NFkB inh 81*, Shn3 inh set2 91*, LRH-1 inv ag 36, LMP1 NFkB inh 24, NCOA1 inh 46 and COUP-TFII inh 36.
Screening CCCS(=O)(=O)c1nc(S(=O)(=O)c2ccc(C)cc2)c(NCCCN2CCCC2=O)s1 returned KKLEB tox 7, C8 TRAIL sens 12, SRC3 inh -2, CF NFkB inh -10, TWEAK Fn14 block 12, TROY NFkB inh 11, Shn3 inh set2 -18, LRH-1 inv ag 18, LMP1 NFkB inh -4, NCOA1 inh 3 and COUP-TFII inh -19.
For CC1CC(C)CN(C(=O)COC(=O)COc2ccccc2C#N)C1 (stereo unspecified) the results were KKLEB tox 10, C8 TRAIL sens -14, SRC3 inh 3, CF NFkB inh -4, TWEAK Fn14 block -3, TROY NFkB inh 0, Shn3 inh set2 13, LRH-1 inv ag 10, LMP1 NFkB inh 1, NCOA1 inh 5 and COUP-TFII inh 10.
Screening CCOC(=O)C1=C(COC(=O)CNC(=O)c2ccc(C)cc2)NC(=O)NC1C (stereo unspecified) returned KKLEB tox 5, C8 TRAIL sens -8, SRC3 inh 0, CF NFkB inh -21, TWEAK Fn14 block -8, TROY NFkB inh -5, Shn3 inh set2 -3, LRH-1 inv ag -1, LMP1 NFkB inh -1, NCOA1 inh 14 and COUP-TFII inh 6.
`C/C(=N/NC(=O)c1ccc(C)nc1)c1ccc2c(c1)CCCC2` gave KKLEB tox -13, C8 TRAIL sens -9, SRC3 inh 0, CF NFkB inh -6, TWEAK Fn14 block 5, TROY NFkB inh -26, Shn3 inh set2 -56, LRH-1 inv ag -16, LMP1 NFkB inh 3, NCOA1 inh -4 and COUP-TFII inh 17.
CCC1Oc2ccc(C)cc2N(CC(=O)N2CCCC2)C1=O (stereo unspecified) was read as KKLEB tox -12, C8 TRAIL sens -1, SRC3 inh 13, CF NFkB inh 14, TWEAK Fn14 block 19, TROY NFkB inh 11, Shn3 inh set2 6, LRH-1 inv ag 17, LMP1 NFkB inh 3, NCOA1 inh 10 and COUP-TFII inh 3.
`Cc1c(Cl)cccc1NC(=O)N1CCCN(c2nc(-c3ccccc3)ns2)CC1` gave KKLEB tox -9, C8 TRAIL sens 21, SRC3 inh 30, CF NFkB inh 1, TWEAK Fn14 block 26, TROY NFkB inh 33, Shn3 inh set2 46, LRH-1 inv ag 23, LMP1 NFkB inh 30, NCOA1 inh 14 and COUP-TFII inh 57*.
Screening CCOc1ccc(C(=O)Nc2nnc(C(C)C)s2)cc1OCC returned KKLEB tox 7, C8 TRAIL sens 14, SRC3 inh -9, CF NFkB inh 14, TWEAK Fn14 block -20, TROY NFkB inh -36, Shn3 inh set2 -28, LRH-1 inv ag -25, LMP1 NFkB inh -6, NCOA1 inh -25 and COUP-TFII inh 6.
Screening COC(=O)c1ccsc1NC(=O)c1cccc(OC)c1 returned KKLEB tox -7, C8 TRAIL sens -2, SRC3 inh 12, CF NFkB inh 11, TWEAK Fn14 block 16, TROY NFkB inh -32, Shn3 inh set2 -9, LRH-1 inv ag -6, LMP1 NFkB inh 2, NCOA1 inh -5 and COUP-TFII inh 2.
Cc1ccc(/C=N\NC(=O)c2ccc(Cn3cc(Br)c([N+](=O)[O-])n3)o2)o1 was read as KKLEB tox -4, C8 TRAIL sens -11, SRC3 inh -19, CF NFkB inh 4, TWEAK Fn14 block -32, TROY NFkB inh 7, Shn3 inh set2 1, LRH-1 inv ag -26, LMP1 NFkB inh 6, NCOA1 inh 0 and COUP-TFII inh 10.
For CC(C)(C)c1ccc(Cn2nnc3c(=O)[nH]c(C4CCN(C(=O)Cc5cccs5)CC4)nc32)cc1 the results were KKLEB tox 3, C8 TRAIL sens 2, SRC3 inh -8, CF NFkB inh 14, TWEAK Fn14 block 32, TROY NFkB inh 19, Shn3 inh set2 -7, LRH-1 inv ag 16, LMP1 NFkB inh -6, NCOA1 inh -3 and COUP-TFII inh 13.
For Cc1cc(N2CCOCC2)c2c(N)c(Br)cc(C)c2n1 the results were KKLEB tox -6, C8 TRAIL sens -9, SRC3 inh 43, CF NFkB inh 66*, TWEAK Fn14 block 13, TROY NFkB inh 19, Shn3 inh set2 10, LRH-1 inv ag 4, LMP1 NFkB inh 63*, NCOA1 inh 52 and COUP-TFII inh 35.
`COc1ccc(S(=O)(=O)N2CCC(C(=O)OCC(=O)c3ccccc3)CC2)cc1[N+](=O)[O-]` gave KKLEB tox -7, C8 TRAIL sens -2, SRC3 inh 11, CF NFkB inh 4, TWEAK Fn14 block -31, TROY NFkB inh -4, Shn3 inh set2 2, LRH-1 inv ag 5, LMP1 NFkB inh 4, NCOA1 inh -2 and COUP-TFII inh 5.
CC(=O)NNS(=O)(=O)c1scc(S(=O)(=O)c2ccc(Cl)cc2)c1C was read as KKLEB tox 10, C8 TRAIL sens -1, SRC3 inh -5, CF NFkB inh -7, TWEAK Fn14 block 1, TROY NFkB inh -8, Shn3 inh set2 -14, LRH-1 inv ag 7, LMP1 NFkB inh 3, NCOA1 inh -20 and COUP-TFII inh 21.
Screening C/C(=N\NC(=O)CN(c1ccccc1Br)S(C)(=O)=O)c1cccs1 returned KKLEB tox -2, C8 TRAIL sens -4, SRC3 inh 8, CF NFkB inh -10, TWEAK Fn14 block 4, TROY NFkB inh -19, Shn3 inh set2 -14, LRH-1 inv ag -9, LMP1 NFkB inh 6, NCOA1 inh 1 and COUP-TFII inh 16.
CCCCCC(=O)Nc1ccc(N2CCN(S(C)(=O)=O)CC2)cc1 was read as KKLEB tox 6, C8 TRAIL sens -4, SRC3 inh -10, CF NFkB inh 8, TWEAK Fn14 block -9, TROY NFkB inh -3, Shn3 inh set2 1, LRH-1 inv ag -31, LMP1 NFkB inh -3, NCOA1 inh 3 and COUP-TFII inh 1.
Screening Nc1ncnc2nc(-c3ccccc3)[nH]c12 returned KKLEB tox -15, C8 TRAIL sens -3, SRC3 inh -15, CF NFkB inh 31, TWEAK Fn14 block 21, TROY NFkB inh 2, Shn3 inh set2 2, LRH-1 inv ag -5, LMP1 NFkB inh 5, NCOA1 inh 1 and COUP-TFII inh -4.
O=C(c1ccc(F)cc1)N1CCC(N2CCCCCC2)CC1 was read as KKLEB tox 6, C8 TRAIL sens -14, SRC3 inh 18, CF NFkB inh 1, TWEAK Fn14 block 1, TROY NFkB inh -10, Shn3 inh set2 -3, LRH-1 inv ag 10, LMP1 NFkB inh -6, NCOA1 inh -22 and COUP-TFII inh -15.
Screening Cc1ccc(OCC(=O)NS(=O)(=O)c2ccc(Cl)cc2)cc1 returned KKLEB tox -8, C8 TRAIL sens -9, SRC3 inh -33, CF NFkB inh 0, TWEAK Fn14 block -13, TROY NFkB inh -12, Shn3 inh set2 5, LRH-1 inv ag 10, LMP1 NFkB inh 3, NCOA1 inh -3 and COUP-TFII inh -4.
